Bioassay records as filed in PubChem.
AID2073: inhibitors of Mint1-CaV2.2 protein interaction, biochemical, HTRF (AID 2073); Voltage-dependent N-type calcium channel subunit alpha-1B (Homo sapiens); actives 0.19% (n = 290,000); HTRF protein-protein interaction, Mint1-CaV2.2; higher % means a stronger effect; one-dose inhibition, % at 20 µM; IC50 in µM for titrated hits; in the data active means inhibition mostly above about 51%, no sharp cut-off; inconclusive means no clear call, values can overlap the other calls; inactive means mostly below about 53%; further: some results filed as inactive read as strong as hits
M17LAP inhibition: P. falciparum M17LAP inhibitors, primary screen, biochemical, fluorogenic H-Leu-NHMec substrate, 1536-well (AID 1619). inhibition, % at 30 µM; hits with a dose series show IC50 in µM. Leucine aminopeptidase (Plasmodium falciparum (isolate 3D7)). actives 0.38% (n = 220,000). recombinant M17LAP, H-Leu-NHMec fluorogenic kinetic assay; higher % means a stronger effect;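 active means compound inhibiting the enzyme by more than half at any dose during confirmatory dose-response retesting; inconclusive means strong single-dose inhibitors picked by rank but not retested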;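 further: plate controls were full reaction with DMSO carrier for no effect and no enzyme background for full effect; strong numbers were not always called active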
KOR beta-arrestin-1: KOR antagonists, beta-arrestin recruitment, cell-based, luminescence, uHTS (AID 1778); actives 0.091% (n = 290,000); Kappa-type opioid receptor (Homo sapiens); KOR beta-arrestin recruitment, luminescence, antagonist mode; higher % means a stronger effect; one-dose inhibition, % at 10 µM; IC50 in µM for titrated hits; further: strong numbers were not always called active
NOD1 inhibition: NOD1 signaling inhibitors, primary screen, cell-based, luminescence, uHTS (AID 1578). NOD1-driven NF-kB luciferase reporter cells, luminescence; higher % means a stronger effect. inhibition, % at 4 µM, or EC50 in µM where a hit was titrated. actives 1% (n = 290,000); in the data active means inhibition mostly above about 36%, no sharp cut-off; inactive means mostly below about 34%;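 further: HEK-293T reporter cells stimulated with the NOD1 agonist gamma-tri-DAP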
Dynein cargo inh: inhibitors of GR-EGFP nuclear translocation, primary screen, dynein cargo transport inhibitor project, imaging, high-content, 3617.4 mouse cells; test concentration mostly 20 µM; stimulated with dexamethasone, 1 µM; active compounds read low; z-score, hits read low; actives 0.47% (n = 220,000);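 active means plate z-score of nuclear minus cytoplasmic receptor signal below a set negative limit, without overly bright fluorescence or cell loss, cut at about -3.5 in these data, passing the limit was not always enough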;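 further: z-score of nuclear minus cytoplasmic ring GR-EGFP intensity difference per well; some compounds called inactive have numbers as strong as hits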
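Buffer or medium: tet-free, stripped-serum medium; reagent: dexamethasone at 1.0 µM final, 30 min; incubation: 48 h induction, 1 h compound, 30 min dex at 37 °C; measured by: formaldehyde fixation, Hoechst nuclear stain, 10x automated fluorescence imaging; read-out: nuclear-to-cytoplasmic GR-EGFP distribution per well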
GPR55 beta-arrestin: GPR55 agonists via beta-arrestin recruitment, primary screen, imaging, U2OS cells, beta-arrestin-GFP redistribution (AID 1961); U2OS GPR55 beta-arrestin-GFP redistribution imaging; higher % means a stronger effect; one-dose activation, % at 10 µM; EC50 in µM for titrated hits; actives 0.048% (n = 290,000);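 active means activation above 40% with more than 50 cells counted in the well; inconclusive means wells holding fewer than 50 cells, flagged as toxic or sparse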;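 further: U2OS osteosarcoma cells stably expressing GPR55 and beta-arrestin-GFP; plate controls were DMSO negative control for no effect and LPI positive control for full effect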
HEK293 NOD2/NF-kB: NOD2 signaling inhibitors, cell-based, luminescence, uHTS, HEK293 (AID 1566). HEK293 NOD2/NF-kB luciferase reporter, luminescence; higher % means a stronger effect. one-dose inhibition, % at 4 µM; EC50 in µM for titrated hits. actives 0.63% (n = 290,000); further: many of its hits are not listed in these tables
M1AAP inhibition: P. falciparum M1AAP inhibitors, biochemical, fluorogenic H-Leu-NHMec substrate, 1536-well (AID 1445). actives 0.42% (n = 220,000). recombinant M1AAP, H-Leu-NHMec fluorogenic kinetic assay; higher % means a stronger effect. one-dose inhibition, % at 30 µM; IC50 in µM for titrated hits;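 active means primary inhibition above the hit cutoff, then over 50% inhibition at one or more dose response concentrations, cut at about 23% in these data, passing the limit was not always enough; inconclusive means conflicting primary data, or primary hits not chosen for dose response; inactive means low primary inhibition, or under 50% at every dose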;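 further: plate controls were DMSO full reaction for no effect and no enzyme background for full effect; strong numbers were not always called active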
KOR beta-arrestin-2: KOR agonists, beta-arrestin recruitment, primary screen, cell-based, luminescence, uHTS (AID 1777). Kappa-type opioid receptor (Homo sapiens). KOR beta-arrestin recruitment, luminescence; higher % means a stronger effect. activation, % at 10 µM, or EC50 in µM where a hit was titrated. actives 0.02% (n = 280,000); in the data active means activation above about 50%, passing the limit was not always enough; further: a part of the inactive calls stands beside numbers as strong as those of hits
Dynein cargo inh cytoplasmic EGFP: also measured in Dynein cargo inh; calls as there; z-score; measured here: cytoplasmic GR-EGFP intensity; active compounds read high
Dynein cargo inh nuclear GR-EGFP: also measured in Dynein cargo inh; calls as there; z-score; measured here: nuclear GR-EGFP intensity;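 lower value marks the stronger effect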
Dynein cargo inh cell count: recorded beside Dynein cargo inh, whose call it bears; z-score; measured here: cell count per field
Active calls of the source: *; ? = inconclusive; / = not tested or not shown; [ ] = another dose, or the depositor's remark. Unless noted, no stated cut-off is given here; in the data, active means inhibition above about 50%; inactive means the rest.

SMILES | AID2073 | M17LAP inhibition | KOR beta-arrestin-1 | NOD1 inhibition | Dynein cargo inh | Dynein cargo inh cytoplasmic EGFP | Dynein cargo inh nuclear GR-EGFP | Dynein cargo inh cell count | GPR55 beta-arrestin | HEK293 NOD2/NF-kB | M1AAP inhibition | KOR beta-arrestin-2
O=C(CC1NCCc2ccccc21)Nc1cccc(Cl)c1 (stereo not drawn) | -8% | 6% | -10% | -33% | -0.079 | -0.23 | 0.24 | 1 | -0.3% | -55% | 8% | 23%
CCOC(=O)Cn1c(=NC(=O)c2cccs2)sc2cc(C(=O)OC)ccc21 | 24% | 11% | -18% | 28% | 0.78 | -0.33 | 0.27 | -0.17 | -0.4% | -18% | 6% | 39%
Cn1nccc1NC(=O)NC(=O)c1c(Cl)cccc1Cl | -2% | 0% | 2% | 1% | -0.21 | -0.24 | 0.36 | -0.17 | -0.2% | 25% | 2% | 2.0%
CCOc1ccc(CN2CCN(S(=O)(=O)c3ccc(NC(C)=O)cc3)CC2)cc1OC | -1% | 11% | 16% | 9% | 0.9 | -0.42 | 0.78 | -0.54 | 0.3% | 18% | 2% | -4.6%
COc1cccc(N(C(=O)c2snc(C(N)=O)c2N)C(C(=O)NCC2CCCO2)c2cccs2)c1 (stereo not drawn) | 3% | / | 7% | -28% | / | / | / | / | 0.4% | -15% | / | -1.3%
Cc1ccc(S(=O)(=O)NC(C(=O)Oc2ccc3c(C(F)(F)F)cc(=O)oc3c2)c2ccccc2)cc1 (stereo not drawn) | ? | -139% | 0% | -6% | -3 | 0.25 | -1.6 | 0.68 | -0.5% | -2% | 6% | -1.8%
Cc1ccc(S(=O)(=O)N2CCN(Cc3cccc(C)c3O)CC2)cc1 | 11% | -1% | 22% | -24% | -0.1 | -0.16 | -0.1 | -0.099 | 0.2% | 6% | 4% | 2.4%
CC1CN(c2oc(-c3ccco3)nc2C#N)CC(C)O1 (stereo not drawn) | 25% | 3% | 4% | -5% | 0.054 | -0.37 | -0.067 | -0.56 | -0.1% | -10% | 3% | -1.2%
CCOC(=O)c1ccc(NS(=O)(=O)c2c(C)n(C)c(=O)n(C)c2=O)cc1 | -8% | 16% | 35% | -22% | -0.14 | -0.036 | -0.022 | -0.93 | -0.1% | 12% | 8% | 1.4%
O=C(Oc1cccc(Br)c1)c1cccnc1 | -7% | -5% | -10% | -2% | 0.97 | -0.053 | 1.1 | -2.2 | 0.0% | 4% | 6% | -0.9%
Cc1ccc(OCC(O)Cn2c(N)nc3c2c(=O)n(C)c(=O)n3C)cc1 (stereo not drawn) | -2% | -9% | -66%[20 µM] | -30% | -0.051 | -0.26 | 0.28 | 0.017 | -0.2% | 11% | 13% | /
CC1CN(CC(=O)Nc2ccc([N+](=O)[O-])cc2Br)CC(C)O1 (stereo not drawn) | -8% | -2% | -14% | -32% | -0.99 | -0.32 | -0.2 | 0.83 | -0.4% | 4% | 0% | -1.6%
Cc1ccc(C)c(-c2cc(C(=O)NN3CCOCC3)c3ccccc3n2)c1 | ? | 1% | -9%[20 µM] | -16% | -0.21 | -0.32 | 0.47 | 0.42 | -0.1% | 13% | -2% | -3.6%
O=Cc1cn(-c2ccccc2)nc1-c1cc2c(ccc3ccccc32)oc1=O | 6% | 4% | -21% | -26% | -0.066 | -0.23 | -0.014 | 0.46 | -0.1% | -13% | 8% | 3.1%
CC(C)(C)[C@H]1C=C(C(=O)NCc2nc3ccccc3[nH]2)O[C@@H](OCc2ccc(CO)cc2)C1 | 4% | -1% | 5% | 2% | -0.39 | -0.83 | -0.033 | 0.34 | -0.1% | 27% | -2% | -0.5%
Cc1nc(NCCc2ccccc2)sc1C(=O)O | -15% | / | 1% | -49% | / | / | / | / | -0.1% | -14% | / | -0.7%
CN(C)C(CNc1ccc(C(F)(F)F)cc1[N+](=O)[O-])c1ccccc1 (stereo not drawn) | 7% | / | -55% | 20% | / | / | / | / | 0.0% | -34% | / | 8.1%
CCC1CCCCN1CCCNC(=O)C1CC(=O)N(CCc2ccccc2)C1 (stereo not drawn) | 8% | / | -26% | -10% | / | / | / | / | 0.2% | 15% | / | -4.4%
CCc1ccccc1NC(=O)Nc1cccn(Cc2ccc(F)cc2)c1=O | 13% | -2% | -12% | -14% | 2.5 | -0.0092 | 2 | -2.1 | -0.1% | 16% | -3% | 1.1%
CC(Sc1nc(N2CCOCC2)c2c(c1C#N)CC(C)(C)OC2)C(=O)Nc1ccccc1 (stereo not drawn) | -9% | 12% | -23% | -18% | -0.44 | -0.26 | 0.11 | -0.63 | -0.2% | -3% | 2% | 2.5%
NC(=O)c1nsc(C(=O)N(c2ccccc2)C(C(=O)NCC2CCCO2)c2ccc3ncccc3c2)c1N (stereo not drawn) | 11% | / | -17% | -7% | / | / | / | / | -0.1% | 11% | / | -2.9%
COc1ccc(CNc2nc3ccc(C)cc3s2)c(OC)c1OC | 11% | / | -28%[20 µM] | -19% | / | / | / | / | -0.3% | 1% | / | 1.1%
CCN(CCNC(=O)c1cccc(N2CCCC2=O)c1)c1ccccc1 | 7% | 6% | 6% | 5% | 1 | -0.15 | 1 | -0.64 | 0.3% | 12% | 8% | -1.8%
CNS(=O)(=O)c1cccc(C(=O)OCC(=O)NCCCc2ccccc2)c1 | 0% | / | -4% | -11% | / | / | / | / | -0.1% | -4% | / | -0.3%
COCCCNC(NC(=O)c1ccc(OC)cc1)C(Cl)(Cl)Cl (stereo not drawn) | 3% | 13% | -13%[20 µM] | -24% | -0.1 | -0.22 | 0.41 | 0.4 | 0.2% | 18% | 0% | /
Cc1cc(/C=C2/SC(=O)N(CC(=O)OC(C)C)C2=O)c(C)n1C | ? | -1% | 9% | -64% | 0.54 | -0.085 | 0.44 | 0.34 | -0.1% | -42% | -2% | -4.5%
COc1ccc(F)c(CN2CCC(n3nccc3NC(=O)C3CCOC3)CC2)c1 (stereo not drawn) | 10% | / | -10% | -2% | / | / | / | / | 0.4% | 1% | / | 1.3%
COc1ccc(OC)c(NC(=O)Cc2coc3ccc4ccccc4c23)c1 | 6% | 7% | 8% | -23% | -0.2 | -0.21 | -0.00019 | -0.38 | -0.2% | -10% | 11% | 1.7%
C/C(=C/c1ccccc1)C(=O)N1CCC(C)CC1 | 4% | / | 1% | 9% | / | / | / | / | -0.1% | -5% | / | -1.9%
COc1ccc(N2CC(C(=O)NC3=NCCS3)CC2=O)cc1 (stereo not drawn) | 5% | 3% | -28%[20 µM] | -25% | 0.93 | -0.16 | 0.41 | -0.99 | 0.2% | 10% | -4% | /

By substructure, those above containing bromine (two)
SMILES | AID2073 | M17LAP inhibition | KOR beta-arrestin-1 | NOD1 inhibition | Dynein cargo inh | Dynein cargo inh cytoplasmic EGFP | Dynein cargo inh nuclear GR-EGFP | Dynein cargo inh cell count | GPR55 beta-arrestin | HEK293 NOD2/NF-kB | M1AAP inhibition | KOR beta-arrestin-2
O=C(Oc1cccc(Br)c1)c1cccnc1 | -7% | -5% | -10% | -2% | 0.97 | -0.053 | 1.1 | -2.2 | 0.0% | 4% | 6% | -0.9%
CC1CN(CC(=O)Nc2ccc([N+](=O)[O-])cc2Br)CC(C)O1 (stereo not drawn) | -8% | -2% | -14% | -32% | -0.99 | -0.32 | -0.2 | 0.83 | -0.4% | 4% | 0% | -1.6%

(further entries)
SMILES | AID2073 | M17LAP inhibition | KOR beta-arrestin-1 | NOD1 inhibition | Dynein cargo inh | Dynein cargo inh cytoplasmic EGFP | Dynein cargo inh nuclear GR-EGFP | Dynein cargo inh cell count | GPR55 beta-arrestin | HEK293 NOD2/NF-kB | M1AAP inhibition | KOR beta-arrestin-2
COc1cc(-c2noc(C)c2C#Cc2ccc(N)cc2)cc(OC)c1OC | 9% | / | -216%[20 µM] | -24% | / | / | / | / | 0.4% | -26% | / | 3.4%
CN(C)C(CNC(=O)c1c(F)cccc1Cl)c1ccco1 (stereo not drawn) | -4% | / | -28% | -1% | / | / | / | / | -0.2% | 2% | / | 3.7%
O=C(/C=C/c1cc([N+](=O)[O-])ccc1OC(F)F)Nc1ccc(OC(F)F)cc1 | 27% | -5% | -59%[20 µM] | -16% | 0.067 | -0.22 | 0.3 | -0.02 | 0.2% | 18% | 1% | -1.4%
COc1ccc(C(=O)NC2CCN(CC(=O)Nc3cccc(OC)c3)CC2)cc1 | 2% | / | 5%[20 µM] | -15% | / | / | / | / | 1.2% | 2% | / | -5.3%
O=C(CSc1nnc(C2CC2)n1CC1CCCO1)Nc1ccc(Cl)cc1 (stereo not drawn) | -4% | / | -2% | 3% | / | / | / | / | -0.2% | -7% | / | 1.4%
Oc1cccc(/C=N/Nc2ccc(Cl)nn2)c1 | 5% | / | 20% | 3% | / | / | / | / | -0.1% | -29% | / | 5.7%
COc1ccc(Cn2nnnc2C(C(C)C)N2CCc3ccccc32)cc1 (stereo not drawn) | -8% | 12% | 22% | -8% | -1.3 | 0.69 | -0.5 | 0.88 | -0.4% | -15% | -2% | -3.8%
CC(C)(CO)NC(=O)Nc1ccc(Cl)c(Cl)c1 | -5% | -9% | 22% | -28% | 1.3 | -0.08 | 1.7 | -1.9 | 0.1% | 5% | -3% | -1.6%

An excerpt (hit frequency here may not be typical).
